Screens as filed in PubChem BioAssay.
hcGAS inh – inhibitors of human cGAS. recombinant h-cGAS, ATP depletion, Kinase-Glo luminescence. inhibition, % at 12.5 µM. AID 1259398. 290,000 tested, 0.081% active;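 further: 0% = vehicle reaction and 100% = reaction without DNA for no activity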
Target sequence (Q8N884 whole entry, looked up): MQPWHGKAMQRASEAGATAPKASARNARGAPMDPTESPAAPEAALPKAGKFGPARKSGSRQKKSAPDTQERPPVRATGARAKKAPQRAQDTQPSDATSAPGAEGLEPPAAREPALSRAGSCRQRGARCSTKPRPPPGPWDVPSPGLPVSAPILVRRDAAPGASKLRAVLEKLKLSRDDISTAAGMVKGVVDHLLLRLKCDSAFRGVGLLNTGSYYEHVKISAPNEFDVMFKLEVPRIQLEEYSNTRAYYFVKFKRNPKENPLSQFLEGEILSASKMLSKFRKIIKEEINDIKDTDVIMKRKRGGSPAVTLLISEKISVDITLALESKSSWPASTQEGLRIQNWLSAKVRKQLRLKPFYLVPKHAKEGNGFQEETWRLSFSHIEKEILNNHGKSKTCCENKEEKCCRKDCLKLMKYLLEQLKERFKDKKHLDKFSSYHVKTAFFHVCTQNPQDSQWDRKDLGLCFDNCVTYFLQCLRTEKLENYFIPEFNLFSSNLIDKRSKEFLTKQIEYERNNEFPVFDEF
mcGAS inh – blocks mouse cGAS activity; 160,000 tested, 0.15% active; Q8C6L5; AID 1259399; inhibition, % at 12.5 µM; recombinant cGAS, Kinase-Glo ATP depletion luminescence;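 further: 0% = negative control wells and 100% = reference inhibitor with no enzyme activity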
NPYLR7 ag – activates Aedes aegypti NPYLR7 receptor. activation, % at 10 µM. HEK293T NPYLR7/Galpha15, GCaMP6s calcium fluorescence. 270,000 tested, 0.15% active. AID 1259423; in the data active means activation above about 40%;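 further: 0% = vehicle and 100% = reference agonist at the receptor; some compounds past the cut are filed as inactive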
The depositor's hits bear a star; · = not tested or not shown; & = joins results of further samples. Unless noted, no stated cut-off is given here; in the data, active means inhibition above about 40%; inactive means the rest.

SMILES	hcGAS inh	mcGAS inh	NPYLR7 ag
O=C(C=Cc1cn(Cc2ccccc2)nn1)N1CCN(S(=O)(=O)c2ccccc2Cl)CC1	-6	·	8
COc1cccc(-c2nccc3[nH]nc(-c4ccccc4)c23)c1	-1	0	7
COCCOCC(=O)N1CCN(Cc2cccc(-c3noc(-c4cccnc4)n3)c2)CC1	-6	-7	4
Cc1cc(F)ccc1NC(=O)CCC1CCCN(C(=O)CCc2cccc(Cl)c2)C1 (stereo not given)	-2	-1	-2
CCOC(=O)N1CCN(C(=O)Cn2c(-c3ccccn3)nc3ccccc32)CC1	-2	-6	-5
CCc1nc2ccc(C(=O)NCc3ccc(OC)cc3)cn2c1N(C)Cc1nccs1	-1	-1	7
O=C(CCc1ccc(F)c(F)c1)Nc1ccc2oc(=O)[nH]c2c1	-7	-10	-2
CC(C)Oc1ccc(C(=O)N2CCn3c(nnc3C(N)=O)C2)cc1	-5	·	7
Cc1nn(C)c(N2CCOCC2)c1CN1C[C@H](N)C[C@H]1C(=O)NC(C)C	-7	·	14
Cc1cccc(Cn2c(C(=O)N3CCN(C/C=C/c4ccccc4)CC3)cc3ccoc32)c1	-8	-8	·
Cc1cccc(-n2c(CNC(=O)c3ccc(S(=O)(=O)N(C)C)cc3)nnc2SCC(=O)Nc2nnc(C)s2)c1	0	-3	-3
Cc1cc(C(=O)COC(=O)CCCc2c[nH]c3ccccc23)c(C)n1Cc1ccco1	-4	·	4
CC(C)C1=NOC(C(=O)NC2CCN(S(C)(=O)=O)CC2)C1 (stereo not given)	-9	-10	·
Cc1cc(C)c2nc(N(CCn3cccn3)C(=O)c3cccc(N4C(=O)CCC4=O)c3)sc2c1	-4	-10	-20
CCOc1cc(S(=O)(=O)NCc2ccco2)c(OCC)cc1C	-4	·	-1
O=S(=O)(Cc1ncc(-c2cccc(F)c2)o1)CC1CCCO1 (stereo not given)	-12	·	2
COCc1c(C(=O)NCC(F)(F)F)sc2ccccc12	1	·	3
CCN(CC)C(=O)CN1CCN(C(=O)c2cn(CC)cc3c(=O)n(-c4ccccc4)nc2-3)CC1	-9	-8	-2
CC(CC(=O)N1CCOC(C)C1)NC(=O)c1ccccc1 (stereo not given)	-14	·	7
CCOc1cccc(NC(=O)C2CC(=O)N(C)C(=Nc3ccc(C(=O)OC)cc3)S2)c1 (stereo not given)	-1	-2	0
CCOCCCn1c(SCc2c(F)ccc(F)c2Cl)nc2cc(S(=O)(=O)N3CCOCC3)ccc21	-9	-4	14
O=C1c2cccc3cccc(c23)C(=O)N1CCCCCc1n[nH]c(=S)o1	-2	·	2
CCn1nccc1NC(=O)c1nn(-c2ccccc2)c(=O)c2ccccc12	-9	-7	9
COc1ccc2[nH]c(=O)c3c(c2c1)OC(C)(C)C=C3	-5	1	2
C[C@@H](NC(=O)Nc1ccc(OC(F)F)cc1)C(=O)N1CCC(C(=O)N2CCOCC2)CC1	-6	-8	37
Further compounds:
SMILES	hcGAS inh	mcGAS inh	NPYLR7 ag
O=[N+]([O-])c1ccc(N2CCN(c3nc(Cc4ccc(F)cc4)ns3)CC2)cc1	-7	-10	19
COc1cccc2sc(N(CCN(C)C)C(=O)c3cc(C)nn3C)nc12	-11	-7	0
CC(=NN1CCN(Cc2ccccc2Cl)CC1)c1ccc([N+](=O)[O-])cc1	-8	-6	-4
CCCCOc1ccc(C(=O)N(CCOC)CC(=O)N2CC(=O)N(c3ccc(Cl)cc3)C2)cc1	-4	-7	2
Cc1cc(C)c(NC(=O)C2=CC=CN3CCS(=O)(=O)N=C23)c(C)c1	-6	·	-6
CCN(CC(=O)Nc1cccc(F)c1C)Cc1cnn(CC)c1	-12	·	-5
C#CCNC(=O)CN1CC2=C(C1=O)C(c1ccccc1Cl)NC(=O)N2CC=C (stereo not given)	-8	-4	1
COc1ccc(-c2cc(C(F)(F)F)n3nc(C(=O)N4CCN(c5ccccc5Cl)CC4)cc3n2)cc1	-3	-7	5
COCCN(Cc1cccs1)C(=O)[C@H](N)c1ccccc1	-5	-10	4
O=C(Nc1cc(Cl)ccc1Cl)c1cccn(OCc2ccccc2)c1=O	-6	-6	14
COCCn1c(C)cc(O)c(C(c2ccccc2OC)N2CCCCC2)c1=O (stereo not given)	-8	·	10
C1CCN2C[C@@H]3C[C@H](CN4CCCC[C@@H]34)[C@H]2C1	-1&1&0	-2	8&1
CCOc1ccc(NC(=O)CSc2nc3c(cnn3CCO)c(=O)[nH]2)cc1	-10	·	4
COc1ccc(-n2c(C)cn3c4c(=O)[nH]c(=O)n(C)c4nc23)cc1Cl	-8	·	12
CCc1[nH]c2c(CNC(=O)Nc3c(C)noc3C)cc(C)cc2c1C	-4	·	0
Cn1cc([N+](=O)[O-])c(C(=O)Nc2ccc3nc(-c4ccccc4)[nH]c3c2)n1	-3	-4	-20
COc1cccc(N2CCN(C(=O)c3ccc4c(=O)nc5c(-c6ccccc6)n[nH]n5c4c3)CC2)c1	13	4	-8
CCOC(=O)C1(CC2CC2)CCN(C(=O)c2[nH]c3ccc(Cl)cc3c2C)CC1	-8	·	6
CCC(NC1CCCC1)c1ccc(S(C)(=O)=O)cc1 (stereo not given)	-3	0	·
O=C(CCc1ccccc1)N1CCC2(CC1)C(=O)N(CC(=O)N1CCOCC1)CN2c1ccccc1	-4	-3	2
CSc1nn(CC(=O)Nc2cccc(C)c2C)c(N)c1S(C)(=O)=O	-4	-8	1
CCCn1nccc1C(=O)N1CCCC(N(C)CCc2ccccc2)C1 (stereo not given)	3	4	-4
COCCCN(CC(=O)Nc1cc(C(C)(C)C)nn1-c1ccc(C)cc1C)C(=O)Nc1ccc(F)cc1F	6	1	-1
Cc1nn2c(NCCN(C)C)cc(C(C)(C)C)nc2c1-c1ccccc1	-6	-8	-5
Cc1cccc(NC(=O)c2c(N)n(/N=C\c3ccccn3)c3nc4ccccc4nc23)c1	-6	-8	4
(list continues)
SMILES	hcGAS inh	mcGAS inh	NPYLR7 ag
O=c1[nH]c(CNCc2ccco2)nc2c(Br)cc(Br)cc12	-6&-7	·	-4&6
CCOC(=O)c1cc(-c2cccc(NC(=O)c3ccno3)c2)n(-c2ccccn2)n1	-4	-2	5
CSCC(=O)N1CCc2c([nH]c3ccccc23)C1c1c(F)cccc1Cl (stereo not given)	0	-2	-3
COC(=O)c1cc(NC(=O)C2CCCN(C(=O)c3ccco3)C2)ccc1F (stereo not given)	-4	·	-1
Cc1ccc(C)c(-n2nnn(C(F)F)c2=S)c1	-10	-6	3
Cc1cccc(C)c1NC(=O)Cn1nc(-c2ccc(F)cc2)c2sc(N3CCOCC3)nc2c1=O	-3	-4	-4
O=C(COC(=O)c1ccco1)NC1CCCC1	-2	·	6
Cc1nc(-c2noc(-c3ccncc3)n2)cn1CC(=O)Nc1ccc(Cl)cc1	-5	·	-3
Nc1noc(CCNC(=O)C2(c3cccc(F)c3)CCCC2)n1	0	·	1
O=C(NCc1nc(-c2ccccc2)no1)c1csc(Nc2ccccc2)n1	-3	·	5
CC(C)N(CC(=O)N(Cc1ccc(F)cc1)Cc1ccco1)C(=O)Nc1ccccc1C(F)(F)F	-12	-5	-6
O=C1NC2(CCN(C(=O)Cc3ccccc3)CC2)Nc2ccccc21	5	-1	5
O=c1c(O)c(-c2ccc(O)c(O)c2)oc2cc(O)ccc12	4	·	12
COC(=O)C1=C(C)N2CCS(=O)(=O)N=C2S1	-1	·	10
O=C1CN(C(=O)c2ccn(-c3ccccc3Cl)n2)c2ccccc2N1	-12	·	0
COc1ccc(NC(=O)CN2C(=O)c3cccc([N+](=O)[O-])c3C2=O)cc1Cl	-8	-4	-1
COCCN(C)C[C@@H]1CN(c2nc(C)cc(C3CCC3)n2)C[C@@H]1CO	2	-4	·
CC(=O)N1CCc2c(sc(NC(=O)/C=C/c3cccc([N+](=O)[O-])c3)c2C(N)=O)C1	-4	·	0
C=C[C@@](C)(O)CCC1C(=C)C[C@H](O)C2C(C)(C)CCCC12C (stereo not given in full)	-7	·	-5
CCOC(=O)C1(CCc2ccccc2)CCCNC1 (stereo not given)	-3	·	5
C=c1cc(C)n(CC(=O)Nc2cc(C)ccc2C)c(=O)c1=C1N=C(c2ccc(F)cc2)NO1	-1	-5	0
CSc1ccc(C(=O)N2CCC(C(Cc3ccc(F)cc3F)N(C)C(=O)C3CC3)CC2)cc1 (stereo not given)	-5	-12	0
CCc1nc2ccc(C(=O)NCCCN3CCCC3=O)cn2c1N(C)C(=O)C1CCCCC1	3	0	-7
O=C(C1CCC(CNc2c(N3CCCCC3)c(=O)c2=O)CC1)N1CCCC1 (stereo not given)	-6	-4	-1
Brc1cccc(CNc2nn[nH]n2)c1	1	·	-2
(listing goes on)
SMILES	hcGAS inh	mcGAS inh	NPYLR7 ag
O=C(NCCc1cccc(C(F)(F)F)c1)c1ccc(CSc2ncn[nH]2)o1	-5	·	11
COCCCNC(=O)C(NC(=O)c1ccc(OC)cc1)C1CCN(C(=O)c2ccc(F)cc2)CC1 (stereo not given)	-6	-5	-4
Cc1nc(CNC(=O)C(c2cccc(Cl)c2)C(C)C)oc1C (stereo not given)	-14	-6	10
O=C(c1ccc(-c2n[nH]c3c2COc2ccccc2-3)cc1)N1CCc2ccccc2C1	-6	-4	-3
O=C(CCN1CCCCC1)Nc1c2c(cc3c1CCC3)CCC2	1	·	6
COc1ccc(-c2cc(C(F)(F)F)n3ncc(C(=O)NC45CC6CC(CC(C6)C4)C5)c3n2)cc1	-1	-5	1
Cc1ccc(NC(=O)Cn2c3c(cc(C#N)c2=O)C(=O)CC(C)(C)C3)cc1	-3	-6	1
COc1ccc(-c2c(C)nn3c2ncc2c(=O)n(-c4ccc5c(c4)OCCO5)ccc23)cc1	-6	·	10
CCOc1ccc(CN(C)C(=O)Nc2cnn(CC(=O)N3CC(C)OC(C)C3)c2)cc1 (stereo not given)	-12	-18	0
O=C(CSc1nnc(NC(=O)c2ccccc2[N+](=O)[O-])s1)Nc1nccs1	-9	-5	-3
Cc1csc(SCc2cc(=O)c(OC(=O)c3cc4ccccc4oc3=O)co2)n1	-11	-7	-4
O=C(OCCc1cc2cc(Br)ccc2o1)C1CC(=O)N(CC(F)(F)F)C1 (stereo not given)	-9	·	6
N#Cc1ccc(Nc2ccc(N3CCCC3)c(F)c2)nc1	-8	·	-22
COCCN(CC(=O)N1CCc2sccc2C1COc1cccc(F)c1)S(=O)(=O)c1ccc(C)cc1 (stereo not given)	-7	-6	0
O=C(Cn1cnc2c(nnn2-c2cccc(F)c2)c1=O)N1CCOCC1	-7	-9	-6
CCN(CC)S(=O)(=O)c1ccc2c(c1)nc(SCc1cccc(C)c1F)n2Cc1ccco1	-5	-1	19
CCOC1CC(NC(=O)N(C)C(C)c2cccnc2)C12CCC2 (stereo not given)	-10	·	3
C=CCn1c(=O)c(C(=O)Nc2ccc(O)cc2)c(O)c2ccccc21	-6	-4	-5
Cc1cn2c3c(=O)n(CC(N)=O)c(=O)n(C)c3nc2n1C1CCCCC1	2	-5	4
Cc1cc(N)c2cc(N)ccc2n1	-2	-7	7
Cn1ccnc1COc1ccc(Cn2c(=O)c(C#N)cn(C3CC3)c2=O)cc1	-3	-7	3
O=C(NCc1cscn1)C1(c2ccccc2Cl)CCOCC1	-14	·	6
COC(=O)c1ccc(NC(=O)Cn2ncn3nc(-c4ccc(F)cc4)cc3c2=O)cc1	-12	-10	-9
COc1cc(-c2ccc(=O)n(Cc3cccc4ccccc34)n2)cc(OC)c1OC	-7	·	17
CCCCn1c(N)c(N(CC)C(=O)C(C)(C)C)c(=O)[nH]c1=O	-2	·	0
The listing continues.
SMILES	hcGAS inh	mcGAS inh	NPYLR7 ag
N#CCCn1cc(/C=C/C(=O)N2CC(C(N)=O)Oc3ccccc32)c2ccccc21 (stereo not given)	-6	·	3
CCOc1ccc(C(C2Sc3nc(CC)nn3C2=O)N2CCC(C(=O)OC)CC2)cc1 (stereo not given)	-6	-6	-2
CCn1ccnc1CN(C)C(=O)c1cc(COc2ccc(Cl)cc2OC)on1	1	·	1
COc1cccc(C(=O)Nc2c(-c3ccc(F)cc3)nc3cc(C)ccn23)c1	-3	-8	6
Fc1cccc(F)c1CSc1nc(Oc2ccccc2Cl)cc(C(F)(F)F)n1	2	0	3
CCN1CCN(C(c2ccc(F)c(F)c2)C2Sc3nc(C)nn3C2=O)CC1 (stereo not given)	-7	-5	-2
Cn1cc(-c2cc3cnc(Nc4ccncc4)cc3n2Cc2ccccc2)cn1	0	0	7
